# Screening data (PubChem)
# H9c2 TAG inh: reduces triacylglycerol accumulation in H9c2 cells | inhibition, % at 12.5 µM | AID 651582 | Nile Red lipid (TAG) fluorescence; cells loaded with 200 µM oleic acid | 230,000 tested, 0.66% active;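 active = pattern-corrected inhibition of lipid staining of at least 50% with the nuclear-stain viability signal not falling by more than 50%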;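 also: 0% = DMSO wells and 100% = triacsin C control wells; some results filed as inactive read as strong as hits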
# H9c2 TAG inh DAPI viability: recorded beside H9c2 TAG inh, whose call it bears; DAPI nuclei signal change (viability), lower = more cytotoxic, %;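 whole-well DAPI fluorescence read on a plate reader as a viability signal; minus 50 percent equals half of cells still viable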
# Starred values were filed as active, the others as inactive.
compound	H9c2 TAG inh	H9c2 TAG inh DAPI viability
Fc1cc(F)cc(NC(=S)N2CCN(c3ncccn3)CC2)c1	2	5
CNC(=O)CN(C1CCCCC1)S(=O)(=O)c1ccc(F)cc1	27	-17
CC1=NN(C(N)=S)C(=O)C1N=Nc1c(C)cc(C)cc1C (configuration not stated)	-5	-1
CCc1nnc(NC(=O)CSc2nccn2-c2cccc(C)c2)s1	5	-13
Cc1nc(C(F)(F)F)ccc1C(=O)Nc1ccccc1F	-4	3
COc1cc(-c2nnc(SCC(=O)NC3CCS(=O)(=O)C3)o2)cc(OC)c1OC (configuration not stated)	13	-1
COc1ccc(-c2nc3ccccc3s2)cc1O	-29	1
Cc1cnc(NC(=O)c2cc3ccccc3o2)s1	3	-19
COc1ccc(CC(=O)NCc2ccc3c(c2)cc(C)n3C)cc1	25	-21
COCCNC(=O)C1CCCN(C(=O)c2nc(C)oc2C)CC1 (configuration not stated)	9	-11
COc1ccc(Cl)cc1S(=O)(=O)NCc1nc2nc(C)cc(C)n2n1	1	-14
COc1cc(OC)cc(C(=O)NN2CCOCC2)c1	-14	-6
Cc1cccc(C)c1NC(=O)CNC(=O)c1ccc(NS(=O)(=O)c2ccc3[nH]c(=O)[nH]c3c2)cc1	-9	13
Oc1ccc2ccccc2c1C=NC12CN3CCN(CN(C3)C1)C2	-6	-3
CC(=O)C1=C(O)C(=O)OC1c1ccc(C)cc1 (configuration not stated)	6	-8
Cc1cc(O)cc2c1C1CCC3(C)C(O)CCC3C1C=C2 (configuration not stated)	14	8
CCOC(=O)C1=C(C)N(C2CCCCC2)C(=O)C1	3	-2
COCCn1c(N2CCN(c3ccccc3)CC2)nc2c1c(=O)n(C)c(=O)n2C	30	-4
O=C(CSC1=NCCS1)NCc1ccco1	3	5
CCN(CC)c1nc(NN)nc(Nc2ccc(C)c(Cl)c2)n1	20	-3
COc1ccc(C(CNC(=O)CN2C(=O)NC3(CC(C)CC(C)(C)C3)C2=O)N2CCOCC2)cc1 (configuration not stated)	-6	-11
COCCN(Cc1nc2ccccc2c(=O)[nH]1)C(=O)c1cccc(S(=O)(=O)N2CCCC2)c1	-4	0
O=C(c1cc2n(n1)C(C(F)(F)F)CC(c1ccc(Cl)cc1)N2)N1CCCC1 (configuration not stated)	-15	10
O=C(Nc1ccc([N+](=O)[O-])cn1)c1cc(-c2cccc(Cl)c2)nc2ccccc12	68*	-15*
CCOC(=O)C1(C)CCN1C(=O)CSc1ccccc1 (configuration not stated)	9	3
Cc1cc(OC(=O)c2ccccc2C(F)(F)F)c([N+](=O)[O-])c(=O)[nH]1	2	-4
CCOC(=O)Cc1ccc(Nc2nc3cc(-c4ccccc4C)sc3c(=O)n2C)cc1	20	-15
COc1cc(-c2nc3ccccn3c2/N=C/c2ccc(F)cc2)ccc1O	-15	22
O=C(Nc1cccc([N+](=O)[O-])c1)c1cc(S(=O)(=O)Nc2ccccn2)ccc1Cl	2	5
CC(=O)N1CCN(c2c(F)c(F)c(C(F)(F)F)c(F)c2F)CC1	-19	7
CCC(=O)N1CCC1(C)C(=O)Nc1cc(OC)ccc1OC (configuration not stated)	-2	7
O=C1[C@H]2[C@@H](c3ccccc3)N[C@]3(CCCN(Cc4ccccc4)C3=O)[C@H]2C(=O)N1Cc1ccccc1	-9	-6
OCCNc1nc2ccccc2n1CCN1CCCCC1	10	-5
C=CCNC(=S)NC(=O)c1csc([N+](=O)[O-])c1	5	0
O=C(NCc1ccccn1)c1cc(Br)ccc1Cl	-10	9
CSc1ccccc1N=Cc1nc(-c2ccccc2)oc1O	-18	-1
COc1ccc(C2CC(c3ccccc3)=NN2C(=O)COC(=O)c2cccc(S(=O)(=O)N3CCOCC3)c2)cc1 (configuration not stated)	5	6
COc1ccc(NC(=O)CN2CCN(CC(=O)Nc3ccccc3Cl)CC2)cc1Cl	7	-3
Cc1noc(C)c1S(=O)(=O)NC1CCCc2ccccc21 (configuration not stated)	2	-1
CC1(C(=O)NCCOc2ccccc2Cl)CC1(Cl)Cl (configuration not stated)	2	-5
CC(=O)Nc1ccc(NC(=O)C(C)OC(=O)C2CCN(S(=O)(=O)c3ccccc3C(F)(F)F)CC2)cc1 (configuration not stated)	7	-5
O=[N+]([O-])c1ccc(C2=NN(c3ccccc3)C(c3ccco3)C2)cc1 (configuration not stated)	-430	-8
Cc1ccc2c(c1)c(C)c(C)n2CC(O)Cn1nnc2ccccc21 (configuration not stated)	-64	19
Cc1cc(C)c(NC(=O)CCCCCNC2CCCCC2)c(C)c1	4	-10
CC(C)COC(=O)N(C)C[C@@H]1OCc2cnnn2CCCC(=O)N([C@H](C)CO)C[C@H]1C	-3	-12
C#CCOCCOCCOCCNc1nc(N2CCN(C(=O)[C@H]([C@@H](C)CC)n3cc([C@@H](N)Cc4ccc(O)cc4)nn3)CC2)nc(N2CCN(C(=O)[C@H](Cc3ccc(O)cc3)n3cc([C@@H](N)CC(C)C)nn3)CC2)n1	-37	17
O=C(O)c1ccccc1SC1CC(=O)N(c2cccc3ccccc23)C1=O (configuration not stated)	-5	2
Cc1ccc(N2C(=O)CC(Cc3cccc(C)c3)C2=O)cc1 (configuration not stated)	-2	7
O=C(COc1cc(Cl)c(Cl)cc1Cl)NCCN1CCOCC1	-15	8
CC(=O)c1ccc(O)c(CSC2=NCCS2)c1	-4	0
CCC(C)(C)n1nnnc1C(c1ccccn1)N1CCCCC1 (configuration not stated)	3	10
C/C=C(\C)C(=O)NCCN1C2=NC[C@@H](Cc3ccccc3)N2C[C@@H]1Cc1ccc(OC)cc1	10	9
Cc1ccc(S(=O)(=O)N2CCC[C@H]2C(=O)OCC(=O)Nc2ccc3c(c2)OCO3)cc1	5	-5
CC1(C)CC(C(=O)Nc2nccs2)CCO1 (configuration not stated)	2	12
O=S(=O)(Oc1ccccc1N1CCCCC1)c1ccccc1	-1	0
COc1ccc(Br)cc1/C=C(\C(=O)O)c1ccc(S(=O)(=O)N2CCCC2)s1	4	2
Cc1cc(C(=O)CN2CCN(CC(=O)Nc3ccc(F)cc3)CC2)c(C)n1C1CC1	-3	-6
Cn1nc(NC(=O)CC(C)(C)CC(=O)O)c2ccccc21	6	0
N#CCSc1ccccc1NC(=O)COC(=O)C1CCN(C(=O)c2ccc(Cl)cc2)CC1	0	-3
Cc1ccc(CN2CCC(n3nccc3NC(=O)C3CCOC3)CC2)cc1 (configuration not stated)	0	11

# (more compounds)
compound	H9c2 TAG inh	H9c2 TAG inh DAPI viability
CCOC(=O)C1CCN(C(=O)COC(=O)c2ccc3c(c2)C(=O)N(c2ccc(OCC)cc2)C3=O)CC1	7	0
CC(C)(C)OC(=O)C[C@H]1C/C=C\C[C@@H](CC(=O)N(CCO)Cc2ccccc2)C(=O)NC[C@H](c2ccccc2)OC1=O	-5	2
CCOC(=O)C(=CN(CCc1ccccc1)CC(=O)OC)C(=O)OCC	-5	-6
Cc1ccc(NC(=O)NNC(=O)c2sccc2-n2cccc2)cc1	-12	2
COCCCNc1ncnc2sc3c(c12)CCC(C)C3 (configuration not stated)	-4	1
CCCc1cc(C(=O)Nc2cccc([N+](=O)[O-])c2)cs1	-12	3
CC(C)C(NS(=O)(=O)c1ccc2c(c1)oc(=O)n2C)C(=O)N1CCN(c2ccccc2F)CC1 (configuration not stated)	2	0
O=C(CN1C(=O)NC2(CCCCCC2)C1=O)NCc1ccc(F)cc1	-2	1
Cc1ccc(OCC(=O)N2CCN(S(C)(=O)=O)CC2)cc1	13	-18
CCC(Sc1nc2n[nH]c(C)c2c(=N)n1-c1cc(Cl)ccc1C)C(=O)N1CCOCC1 (configuration not stated)	0	-4
COc1cccc(N/N=C/c2cccc(Br)c2O)c1	21	-15
Cc1ccc(C)c(SCC(=O)Nc2ccc(S(=O)(=O)Nc3ncccn3)cc2)c1	10	-6
COc1ccc(OC)c(NS(=O)(=O)c2c(C)nc3sccn3c2=O)c1	-16	7
Cc1ccc(Oc2ccc(S(=O)(=O)N3CCOCC3)cc2C(N)=O)cc1C	5	-1
COc1ccc(-c2cc(C(=O)Nc3ccc(S(=O)(=O)Nc4onc(C)c4C)cc3)c3ccccc3n2)cc1	15	-1
CC(C)(C)c1csc(CS(=O)(=O)c2ccccn2)n1	1	-9
COc1ccc(NC(=O)CSc2ccc3nnc(CCNC(=O)c4ccccc4)n3n2)cc1	2	4
COCCNC(=S)N1CCC(NC(=O)C23CC4CC(CC(C4)C2)C3)CC1	-2	0
CN(C)C(=O)CSc1ccc(S(=O)(=O)N2CCOCC2)cn1	17	-2
COc1ccc(CNCc2cccc3ccccc23)cc1	-17	13
Cc1ccc(O)c(N=Cc2cccs2)c1	-12	2
Cc1cn(CC2COC(C)(C)O2)c(=O)[nH]c1=O (configuration not stated)	6	-9
C[C@]12CC[C@H](O)CC1=CCC1C2CC[C@@]2(C)C1CC[C@@H]2NC(=O)[C@@H](N)Cc1ccccc1 (some centres not stated)	-4	14
Fc1ccc(Nc2nc(NCc3cccs3)nc3ccsc23)cc1	1	13
CCOC(=O)[C@H]1[C@H]2COc3ccc(Br)cc3[C@@H]2N2C(=O)c3ccc(F)cc3NC(=O)[C@@]12C	-9	7
CC(=O)c1ccc(S(=O)(=O)N2CCn3cccc3C2C)cc1 (configuration not stated)	-4	-1
O=c1[nH]nc(Cc2ccc(Cl)cc2Cl)c2ccccc12	20	-2
Cc1cc(=O)oc2cc(OCC(=O)NC3(C#N)CCCCC3)c(Cl)cc12	11	-3
CCOC(=O)C1=CN(Cc2ccco2)S(=O)(=O)N(CC)C1c1cccc(OC)c1 (configuration not stated)	-4	6
CCN(Cc1ccncc1)Cc1nc(-c2ccc(C(=O)OC)cc2)no1	-10	4

# For convenience, part of the list above:
compound	H9c2 TAG inh	H9c2 TAG inh DAPI viability
Cc1cc(=O)oc2cc(OCC(=O)NC3(C#N)CCCCC3)c(Cl)cc12	11	-3
CCOC(=O)C1=CN(Cc2ccco2)S(=O)(=O)N(CC)C1c1cccc(OC)c1 (configuration not stated)	-4	6
CCN(Cc1ccncc1)Cc1nc(-c2ccc(C(=O)OC)cc2)no1	-10	4

# Later entries.
compound	H9c2 TAG inh	H9c2 TAG inh DAPI viability
CCc1nc2ccc(C(=O)Nc3cccc(OC)c3)cn2c1N(C)Cc1ccc(OC)cc1	0	5
COc1ccccc1-c1noc2c1C(=O)N(C(=O)OC(C)(C)C)CC2	9	5
CCN(CC)c1ccc(S(=O)(=O)N2CCOCC2)cc1NC(=O)COC(=O)/C=C/c1ccccc1	-12	-6
CCOC(=O)C1CCCN(CCC(=O)Nc2cc(C)ccc2C)C1 (configuration not stated)	4	-10
O=C(c1ccc2c(c1)OCCO2)N1CCN(S(=O)(=O)c2c(F)cccc2F)CC1	10	-2
O=P(COCCOCCOCP(=O)(c1ccccc1)c1ccccc1)(c1ccccc1)c1ccccc1	-17	10
Cc1cc(C)n2nc(C(=O)OCC(=O)c3ccccc3Cl)nc2n1	-8	-3
CCN1CCN(c2ccc(Nc3ccnc4ccccc34)cc2)CC1	1	1
Cc1nn(Cc2ccc([N+](=O)[O-])cc2)c(=O)n1-c1cccc(Cl)c1	7	2
CC(C)=C1C2CC2C2C(C(=O)O)C12 (configuration not stated)	-1	-4
CC(CCc1ccco1)NC(=O)Cn1ncc2c(=O)oc3ccccc3c21 (configuration not stated)	14	-3
C[C@@H]1CN([C@H](C)CO)C(=O)c2cc(Br)cnc2O[C@H]1CN(C)C(=O)Nc1ccccc1F	-9	-10
Cc1ccc(S(=O)(=O)N(CC(=O)Nc2cc(C)ccc2C)C(=O)N2CCN(C)CC2)cc1	3	4
Cc1nonc1NC(=O)CSc1nc2c(C)cccc2cc1C#N	-10	-1
O=[N+]([O-])c1ccccc1SNc1ccccc1	11	7

# Given as labelled records: part of the list above.
O=P(COCCOCCOCP(=O)(c1ccccc1)c1ccccc1)(c1ccccc1)c1ccccc1
  H9c2 TAG inh: -17
  H9c2 TAG inh DAPI viability: 10

Cc1cc(C)n2nc(C(=O)OCC(=O)c3ccccc3Cl)nc2n1
  H9c2 TAG inh: -8
  H9c2 TAG inh DAPI viability: -3

CCN1CCN(c2ccc(Nc3ccnc4ccccc34)cc2)CC1
  H9c2 TAG inh: 1
  H9c2 TAG inh DAPI viability: 1

Cc1ccc(S(=O)(=O)N(CC(=O)Nc2cc(C)ccc2C)C(=O)N2CCN(C)CC2)cc1
  H9c2 TAG inh: 3
  H9c2 TAG inh DAPI viability: 4

# Next part.
compound	H9c2 TAG inh	H9c2 TAG inh DAPI viability
COc1ccc(C(=O)NC2CCCCCCC2)cc1OC	4	-9
COc1ccc2c(c1)C(CC(=O)NN)CCC2 (configuration not stated)	-2	6
Cc1ccc(-c2cnc(NC(=O)CCC(=O)N(C)Cc3ccccc3)n2C)cc1	3	-3
Cc1ccc(S(=O)(=O)N2CCOCC2)cc1C(=O)OC(C)C(=O)NC1CCCC1 (configuration not stated)	-11	7
CC1CCCC(NC(=O)CN2C(=O)NC(c3ccccc3)(c3ccccc3)C2=O)C1C (configuration not stated)	22	-5
CCc1nnc(N/N=C/c2ccccc2F)n1N	-7	13
CCCn1c(N)c(C(=O)CSc2nc3ccccc3c(=O)n2-c2ccc(OC)cc2)c(=O)[nH]c1=O	1	-7
CCN(CC(=O)Nc1ccc(OC)cc1)C(=O)c1ccc(OCc2c(C)noc2C)cc1	13	-5
CCOc1cc(CNc2ccc3c(c2)OCCO3)cc(Br)c1OC	34	-20
CCc1noc(C)c1C(=O)N1CCCC(Nc2cccc(F)c2)C1 (configuration not stated)	10	-5
Fc1ccc(N2CCN(c3nc(-c4ccco4)cc(C(F)(F)F)n3)CC2)cc1	-6	0

# A portion of the library, so the mix of outcomes need not match the whole.
